RTF Ca sens inh: cardiac RTF calcium desensitization. P19429+P45379. IANBD-labeled cardiac RTF, Ca2+ fluorescence. inhibition, % at 7.15 µM. hit rate 0.12% among 340,000;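 active = inhibition above the mean inhibition of all tested compounds plus 3 SD, cut at about 17% in these data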;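 note: assay run at fixed EC70 calcium of 1.6 mM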
Rtt109 HAT inh: blocks Candida albicans Rtt109/Vps75 acetyltransferase activity; Q5AAJ8; purified Rtt109/Vps75, ThioGlo CoA-SH fluorescence, 4 h; inhibition, % at 34.9 µM; hit rate 0.16% among 330,000; AID 540336;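 active = inhibition of at least 50% in every replicate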
PKA-R2B act: PKA-R2B complex activation; AID 504700; activation, % at 11.4 µM; P22694+P31323; hit rate 0.079% among 340,000; PKA-R2B holoenzyme dissociation, Cy5-IP20 fluorescence polarization; R2B truncated from residue 108, S112A mutant; 0% DMSO only, 100% 113 µM cGMP;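 active = activation above a cutoff set at the mean over all compounds plus 3 SD, cut at about 18% in these data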;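 note: higher means more holoenzyme dissociation and a rise in polarization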
Target sequence (P31323 whole entry, looked up, other chains not shown, the tested form may be a part): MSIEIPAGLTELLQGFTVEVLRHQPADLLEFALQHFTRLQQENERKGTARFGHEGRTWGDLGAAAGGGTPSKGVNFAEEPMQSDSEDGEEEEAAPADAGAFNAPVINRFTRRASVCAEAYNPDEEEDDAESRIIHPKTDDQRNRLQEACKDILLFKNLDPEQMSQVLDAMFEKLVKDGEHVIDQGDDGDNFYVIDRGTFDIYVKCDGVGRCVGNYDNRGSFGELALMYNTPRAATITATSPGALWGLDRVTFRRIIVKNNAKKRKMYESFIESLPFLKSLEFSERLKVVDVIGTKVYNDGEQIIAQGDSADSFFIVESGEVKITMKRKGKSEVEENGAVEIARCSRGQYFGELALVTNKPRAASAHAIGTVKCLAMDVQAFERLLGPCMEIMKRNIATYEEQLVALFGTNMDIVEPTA
C-LANA FP: blocks KSHV LANA C-terminal domain binding to DNA. MBP-C-LANA/FAM-LBS DNA binding, fluorescence polarization. inhibition, % at 9 µM. hit rate 0.078% among 340,000. AID 504423;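 active = highest replicate inhibition at or above 60% at 9 µM, even if other replicates fall short; inactive = all replicates below 60% inhibition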;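 note: 0% = neutral control wells and 100% = 4 µM acridine orange control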
SR-BI uptake up: activators of SR-BI mediated HDL lipid uptake. CHO ldlA[mSR-BI] cells, DiI-HDL uptake fluorescence, 3 h; 100 = double the neutral-control signal. activation, % at 12.5 µM. hit rate 0.096% among 320,000;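 active = mean replicate activation of at least 60% and every replicate at or above 60%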;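 note: 0% = median plate neutral-control signal and 100% = twice that signal; values of inactives mirror those of a sister screen read the other way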
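material = CHO ldlA[mSR-BI] cells | medium = Ham's F12 with 0.5% BSA, HEPES 25 mM, pH 7.4 | reagent = fluorescent DiI-HDL, 10 µg/mL final | compound dosing = single-point compound dose | incubation = 3 h, 37 °C | measured by = bottom-read fluorescence, 550/595 nm | measure = HDL uptake via cellular fluorescence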
CAL PDZ FP-1: human CAL PDZ-peptide interaction inhibition; Q9HD26; purified CAL PDZ, TMR-peptide fluorescence polarization, 1 h; inhibition, % at 20 µM; hit rate 0.02% among 330,000; AID 504414;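 active = highest replicate inhibition of at least 40%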;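 note: plate controls were DMSO neutral control wells for no effect and unlabeled competitor peptide control wells for full effect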
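Assay system – tagged CAL PDZ protein CerCALP, purified · Timing – 1 h at RT · Compound – single point, 20 µM · Measured by – fluorescence polarization from S- and P-plane intensities, G-factor corrected · Evaluation – inhibition from polarization loss · Probe or stimulus – TMR reporter peptide T*-PRC34 · Buffer or medium – pH 7.4 phosphate-saline buffer, reducing agent, detergent, IgG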
Keap1 Nrf2 FP: Keap1-Nrf2 (human) interaction inhibition. Keap1 Kelch-Nrf2 peptide fluorescence polarization, 1536-well. inhibition, % at 9.4 µM. hit rate 0.15% among 340,000; in the data active = inhibition above about 12%;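 note: human Keap1 Kelch domain with fluorescein labeled Nrf2 9mer peptide probe; 0% = neutral control wells and 100% = peptide positive control; higher means more block of Keap1 binding to Nrf2 peptide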
Target sequence (Q14145 whole entry, looked up, the tested form may be a part): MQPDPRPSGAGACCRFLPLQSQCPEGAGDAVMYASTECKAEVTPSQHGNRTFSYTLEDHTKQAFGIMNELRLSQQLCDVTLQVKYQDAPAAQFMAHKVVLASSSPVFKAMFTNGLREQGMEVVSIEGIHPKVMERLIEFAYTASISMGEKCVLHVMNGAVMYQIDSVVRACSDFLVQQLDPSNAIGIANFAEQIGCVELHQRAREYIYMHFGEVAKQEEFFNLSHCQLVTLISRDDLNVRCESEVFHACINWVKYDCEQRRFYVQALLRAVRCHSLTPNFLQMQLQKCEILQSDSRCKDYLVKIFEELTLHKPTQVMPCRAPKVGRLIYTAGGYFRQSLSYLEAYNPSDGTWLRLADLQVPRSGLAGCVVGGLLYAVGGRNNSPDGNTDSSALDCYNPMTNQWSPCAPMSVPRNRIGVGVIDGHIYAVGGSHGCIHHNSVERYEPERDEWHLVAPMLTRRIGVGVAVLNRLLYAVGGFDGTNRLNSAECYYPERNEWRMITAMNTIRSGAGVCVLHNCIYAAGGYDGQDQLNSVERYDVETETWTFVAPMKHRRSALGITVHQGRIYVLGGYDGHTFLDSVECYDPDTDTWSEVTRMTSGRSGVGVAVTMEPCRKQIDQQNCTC
CAL PDZ FP-2: CAL PDZ (human) peptide binding inhibition. purified CAL PDZ, TMR-peptide fluorescence polarization, 1 h. AID 602252. Q9HD26. inhibition, % at 24.9 µM. hit rate 0.92% among 300,000;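 active = mean inhibition of at least 30% with at least half of replicates also reaching 30%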;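 note: 0% = DMSO neutral control and 100% = excess unlabeled competitor peptide PRC23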
cardiac RTF act: cardiac RTF calcium sensitization | IANBD-labeled TnC RTF fluorescence at EC20 calcium; 0% EC20 calcium, 100% full calcium | activation, % at 7.2 µM | hit rate 0.24% among 340,000;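 active = activation above the mean over all tested compounds plus 3 SD, cut at about 30% in these data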;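 note: rise in fluorescence read as greater calcium sensitivity of cardiac thin filaments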
DAGLB inh: blocks human DAGLB lipase activity. Q8NCG7. HEK293T DAGLB membrane lysate, EnzChek fluorogenic substrate. inhibition, % at 5.17 µM. hit rate 0.059% among 340,000. AID 504411; in the data active = inhibition above about 34%;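 note: 0% = enzyme with vehicle and 100% = wells lacking enzyme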
The depositor's hits bear a star. Compounds were not picked by outcome; 1.6% or so of the library scored in one or more.

Screening O=C(N/N=C/c1ccco1)c1cc(-c2cccc3ccccc23)n[nH]1 returned RTF Ca sens inh -12, Rtt109 HAT inh -11, PKA-R2B act 5, C-LANA FP -1.2, SR-BI uptake up -36, CAL PDZ FP-1 -5.1, Keap1 Nrf2 FP -3, CAL PDZ FP-2 -6, cardiac RTF act -4 and DAGLB inh -2.
For C=CC[C@@H](CC(=O)N[C@@H](CO)Cc1ccccc1)C(=O)NC[C@H](OC(=O)[C@@H](CC=C)Cc1ccc(F)cc1)c1ccccc1 the results were RTF Ca sens inh 1, Rtt109 HAT inh -4, PKA-R2B act 7, C-LANA FP 1.5, SR-BI uptake up -20, CAL PDZ FP-1 1.1, Keap1 Nrf2 FP 4, CAL PDZ FP-2 -2, cardiac RTF act -3 and DAGLB inh 2.
CN(C)S(=O)(=O)c1cccc(NC(=O)COC(=O)CCc2nc3ccccc3s2)c1 was read as RTF Ca sens inh 6, Rtt109 HAT inh -3, PKA-R2B act 8, C-LANA FP -0.5, SR-BI uptake up -6, CAL PDZ FP-1 -0.5, Keap1 Nrf2 FP 4, CAL PDZ FP-2 -2, cardiac RTF act 3 and DAGLB inh -2.
C/[N+]([O-])=C/c1c(OCc2ccccc2)ccc2ccccc12 was read as RTF Ca sens inh -2, Rtt109 HAT inh 5, PKA-R2B act -6, C-LANA FP -1.2, SR-BI uptake up 8, CAL PDZ FP-1 -0.6, Keap1 Nrf2 FP -3, CAL PDZ FP-2 -1, cardiac RTF act 10 and DAGLB inh -3.
Screening S=c1[nH]nc(CCc2ccccc2)n1Cc1ccccc1 returned RTF Ca sens inh -3, Rtt109 HAT inh -10, PKA-R2B act -6, C-LANA FP -1.0, SR-BI uptake up 2, Keap1 Nrf2 FP -1, CAL PDZ FP-2 -4, cardiac RTF act 3 and DAGLB inh 12.
`CCOc1ccc(OCC)c(NC(=O)C2CCN(c3nn4c(=O)cc(C)nc4s3)CC2)c1` gave RTF Ca sens inh -2, Rtt109 HAT inh 6, PKA-R2B act -6, C-LANA FP 0.0, SR-BI uptake up -69, CAL PDZ FP-1 -1.3, Keap1 Nrf2 FP 3, CAL PDZ FP-2 -3, cardiac RTF act 2 and DAGLB inh -1.
`O=C(Cn1cccc1)N1CCc2ccccc21` gave RTF Ca sens inh -1, Rtt109 HAT inh 0, PKA-R2B act -6, C-LANA FP 0.0, SR-BI uptake up 6, CAL PDZ FP-1 -2.0, Keap1 Nrf2 FP 2, cardiac RTF act 5 and DAGLB inh 1.
Screening CC1CCCCC1NC(=O)c1nnc(Cc2ccc(Cl)cc2)o1 (stereo unspecified) returned RTF Ca sens inh -7, Rtt109 HAT inh 0, PKA-R2B act 6, C-LANA FP -4.8, SR-BI uptake up -1, CAL PDZ FP-1 -2.9, Keap1 Nrf2 FP 3, CAL PDZ FP-2 4, cardiac RTF act 2 and DAGLB inh -4.
CC(=O)c1ccc(Nc2nc3ccccc3nc2NS(=O)(=O)c2cccs2)cc1 was read as RTF Ca sens inh 2, Rtt109 HAT inh 1, PKA-R2B act -4, C-LANA FP 2.6, SR-BI uptake up 0, CAL PDZ FP-1 -1.1, Keap1 Nrf2 FP -6, CAL PDZ FP-2 0, cardiac RTF act -4 and DAGLB inh 2.
`Cc1ccc(NC(=O)CSCCc2ccccn2)nc1` gave RTF Ca sens inh -5, Rtt109 HAT inh -11, PKA-R2B act -10, C-LANA FP 1.3, SR-BI uptake up 7, CAL PDZ FP-1 -0.2, Keap1 Nrf2 FP 3, CAL PDZ FP-2 0, cardiac RTF act 2 and DAGLB inh 2.
O=C(O)c1ccc(CP(=O)(c2ccccc2)c2ccccc2)cc1 was read as RTF Ca sens inh -8, Rtt109 HAT inh 0, PKA-R2B act -3, C-LANA FP 0.3, SR-BI uptake up 8, CAL PDZ FP-1 -0.1, Keap1 Nrf2 FP -5, CAL PDZ FP-2 -3, cardiac RTF act 4 and DAGLB inh -2.
Screening O=C(CNC(=O)c1ccccc1Br)N/N=C/c1cccs1 returned RTF Ca sens inh -2, Rtt109 HAT inh -1, PKA-R2B act -27, C-LANA FP 1.5, CAL PDZ FP-1 -1.1, Keap1 Nrf2 FP -7, CAL PDZ FP-2 -1, cardiac RTF act -6 and DAGLB inh 4.
CCN(CC)S(=O)(=O)c1cccc(C(=O)NN2Cc3ccccc3C2=N)c1 was read as RTF Ca sens inh 1, Rtt109 HAT inh 14, PKA-R2B act -1, C-LANA FP 1.5, SR-BI uptake up -20, CAL PDZ FP-1 -3.7, Keap1 Nrf2 FP -3, CAL PDZ FP-2 -3, cardiac RTF act 4 and DAGLB inh -1.
Screening O=C(CSc1nc2ccc(NC(=O)CSc3nnnn3-c3ccccc3)cc2s1)Nc1ccccc1 returned RTF Ca sens inh 6, Rtt109 HAT inh 1, PKA-R2B act -7, C-LANA FP -1.5, SR-BI uptake up -14, CAL PDZ FP-1 -0.5, Keap1 Nrf2 FP -3, CAL PDZ FP-2 -1, cardiac RTF act 2 and DAGLB inh 8.
For COC(=O)C1=C(C)N=C2SC(C#N)=C(N)N2C1c1cccc(OC)c1 (stereo unspecified) the results were RTF Ca sens inh 9, Rtt109 HAT inh -3, PKA-R2B act 8, C-LANA FP -2.5, SR-BI uptake up -5, CAL PDZ FP-1 0.6, Keap1 Nrf2 FP -2, CAL PDZ FP-2 -1, cardiac RTF act 3 and DAGLB inh 2.
For Cc1ccc(CNC(=O)CCc2ccc(S(=O)(=O)NC3CCCCC3)cc2)cc1 the results were RTF Ca sens inh 5, Rtt109 HAT inh 11, PKA-R2B act -2, C-LANA FP -0.4, SR-BI uptake up -21, CAL PDZ FP-1 0.6, Keap1 Nrf2 FP -4, CAL PDZ FP-2 -5, cardiac RTF act 4 and DAGLB inh -6.
COc1cccc2cc(C(=O)NCc3ccc(F)cc3)c(=N)oc12 was read as RTF Ca sens inh -4, Rtt109 HAT inh 4, PKA-R2B act 2, C-LANA FP 3.7, CAL PDZ FP-1 -1.1, Keap1 Nrf2 FP -3, CAL PDZ FP-2 -5, cardiac RTF act 0 and DAGLB inh 1.
Screening COc1ccc(S(=O)(=O)N(CC(=O)N2CCN(C)CC2)c2ccc(C)cc2)cc1Br returned RTF Ca sens inh -2, Rtt109 HAT inh -2, PKA-R2B act 5, C-LANA FP 1.2, SR-BI uptake up 8, CAL PDZ FP-1 -2.0, Keap1 Nrf2 FP -3, CAL PDZ FP-2 -5, cardiac RTF act 8 and DAGLB inh 1.
`O=C1CN(C(=O)c2ccc(Br)o2)C(c2ccc(F)cc2)c2cc(F)ccc2N1` (stereo unspecified) gave RTF Ca sens inh -4, Rtt109 HAT inh 5, PKA-R2B act -1, C-LANA FP -0.8, SR-BI uptake up 0, CAL PDZ FP-1 -0.8, Keap1 Nrf2 FP -5, cardiac RTF act -2 and DAGLB inh 3.
Screening Cc1nc(Nc2ccncc2)c2oc3ccccc3c2n1 returned RTF Ca sens inh 4, Rtt109 HAT inh 5, PKA-R2B act -8, C-LANA FP -1.5, SR-BI uptake up 16, Keap1 Nrf2 FP -2, CAL PDZ FP-2 -5, cardiac RTF act 6 and DAGLB inh 1.
`Cc1ccc2c(c1)N(S(=O)(=O)c1cc(-c3cc(C)no3)ccc1C)CCO2` gave RTF Ca sens inh -5, Rtt109 HAT inh 5, PKA-R2B act 3, C-LANA FP -0.9, SR-BI uptake up -12, CAL PDZ FP-1 -0.6, Keap1 Nrf2 FP -3, cardiac RTF act 3 and DAGLB inh -8.
Screening COc1cccc(C(=O)N(Cc2ccco2)c2c(N)n(Cc3ccccc3)c(=O)[nH]c2=O)c1 returned RTF Ca sens inh 6, Rtt109 HAT inh 1, PKA-R2B act -5, C-LANA FP -0.3, SR-BI uptake up 7, CAL PDZ FP-1 -1.4, Keap1 Nrf2 FP 0, cardiac RTF act 0 and DAGLB inh 1.
C=Cc1ccc(C(=O)NC2CCCN(Cc3ccccc3F)C2)cc1 (stereo unspecified) was read as RTF Ca sens inh -4, Rtt109 HAT inh 0, PKA-R2B act 9, C-LANA FP 4.2, Keap1 Nrf2 FP 0, CAL PDZ FP-2 -5, cardiac RTF act -5 and DAGLB inh 0.
`CC1CC(OCC(O)CN2CCOCC2)CC(C)(C)C1` (stereo unspecified) gave RTF Ca sens inh 0, Rtt109 HAT inh 0, PKA-R2B act 2, C-LANA FP 3.3, SR-BI uptake up 1, CAL PDZ FP-1 0.6, Keap1 Nrf2 FP 3, CAL PDZ FP-2 -4, cardiac RTF act 6 and DAGLB inh -2.
For COCCOc1cc(N2C(=O)CSCC2=O)c(Cl)cc1Cl the results were RTF Ca sens inh -5, Rtt109 HAT inh 12, PKA-R2B act 0, C-LANA FP -1.2, SR-BI uptake up 25, CAL PDZ FP-1 -0.6, Keap1 Nrf2 FP 2, CAL PDZ FP-2 -5, cardiac RTF act 3 and DAGLB inh -5.
For COc1ccc(C2N(c3ccc4c(c3)OCCO4)C(=O)C2(F)F)cc1OC (stereo unspecified) the results were RTF Ca sens inh 4, Rtt109 HAT inh 3, PKA-R2B act 1, C-LANA FP -4.9, SR-BI uptake up -28, CAL PDZ FP-1 -1.5, Keap1 Nrf2 FP -1, CAL PDZ FP-2 1, cardiac RTF act -3 and DAGLB inh -1.
Screening COCCCn1c(C(=O)N2CCOCC2)cc2c(=O)n3ccccc3nc21 returned RTF Ca sens inh 1, Rtt109 HAT inh -437, PKA-R2B act -3, C-LANA FP -0.2, SR-BI uptake up 21, CAL PDZ FP-1 -1.9, Keap1 Nrf2 FP -4, CAL PDZ FP-2 -6, cardiac RTF act -6 and DAGLB inh -1.
O=C(O)c1ccccc1NC(=O)c1ccccc1-c1ccccc1C(=O)O was read as RTF Ca sens inh -7, Rtt109 HAT inh 8, PKA-R2B act -5, C-LANA FP -0.6, SR-BI uptake up 6, CAL PDZ FP-1 0.1, Keap1 Nrf2 FP 4, cardiac RTF act -4 and DAGLB inh -1.
For O=C(C1CC1)N1CCN(Cc2ccccc2)CC1 the results were RTF Ca sens inh 2, PKA-R2B act 1, C-LANA FP 0.3, CAL PDZ FP-1 0.9, Keap1 Nrf2 FP -2, CAL PDZ FP-2 -4, cardiac RTF act 2 and DAGLB inh -1.
`CC(Sc1n[nH]c(-c2cccs2)n1)C(=O)Nc1ccccc1F` (stereo unspecified) gave RTF Ca sens inh -7, Rtt109 HAT inh -1, PKA-R2B act 3, C-LANA FP -0.4, SR-BI uptake up 14, CAL PDZ FP-1 -0.6, Keap1 Nrf2 FP -2, cardiac RTF act 4 and DAGLB inh 0.
